# Epigenetic derep: epigenetic control regulation, reporter derepression | murine LDR cells, GFP reporter derepression, 30 h | Potency, µM (top dose mostly 53.9 µM), for the others: at the top dose GFP activation, usual class: activators | hit rate 0.2% among 280,000 | AID 1865; active = well fitted activation curve with a large enough effect; inconclusive = small, poorly fitted or top-dose-only effect; note: % of control where 0% means no effect; nearly all actives have a fitted effect of over 60% in size
#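 GFP-positive cell count by laser-scanning cytometry (objects 20–120 um) after 30 h, 37 C compound exposure of murine LDR cells; reporter is CMV-GFP integrated at a silenced locus, inducible by HDAC or DNMT inhibitors.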
# LMNA splice mod: changes lamin A minigene splicing in HeLa cells. HeLa LMNA splicing GFP/RFP minigene ratio, 48 h. Potency, µM (titrated, usually from 46.1 µM), without a hit: at the top dose ratio change, negative = inhibition, hits mostly inhibitors. hit rate 0.01% among 200,000; active = well fitted inhibition curve with a large enough effect in the signal ratio, with a control signal flat, not every such curve was filed as active; inconclusive = small, poorly fitted or top-dose-only effect, or effect the other way, or a change in a side signal; the % refers to the signal ratio; note: % is set by controls: 0 for no effect and ±100 for the full control effect
#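 Read-out is the ratio of GFP to DsRed2 object intensity, acquired by 488 nm laser-scanning cytometry on HeLa lamin A-EGFP minigene reporter cells. Compound incubation 48 hrs at 37 °C in Opti-MEM with 2% FBS; DMSO 0.5% final.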
# The depositor's hits bear a star; ? = inconclusive; [ ] = dose if it differs, or a comment. Potency is the fitted concentration of half-maximal effect.
structure | Epigenetic derep | LMNA splice mod
CCOC(=O)c1cccc(NS(=O)(=O)c2cc3c(cc2C)NC(=O)CO3)c1 | 2.2% | 3%[46 µM]
CCCCN(C)C(=O)C1CCC(Cn2c(=O)[nH]c3ccsc3c2=O)CC1 (stereo not given) | 0.0% | -15%[46 µM]
O=C(Cn1nc(-c2ccccc2)ccc1=O)NCc1ccc(F)cc1Cl | 1.6% | 3%[46 µM]
CCOc1ccc(OCC)c(NC(=O)c2cc(C)nc3c2c(C)nn3-c2cccc(Cl)c2C)c1 | -1.3% | 2%[46 µM]
Cc1nc2c(C(=O)NCc3ccccc3)cnn2c(C)c1Cc1ccc(F)cc1 | 1.3% | ?
Cc1ccc(CNC(=O)CCCN2C(=O)COc3ccc(C)cc32)cc1 | 0.5% | ?
Cc1nc(-c2ccc(F)cc2)sc1CCNC(=O)c1ccco1 | -4.0% | ?
Cc1cccc(-n2ncc(C(=O)NCc3ccc4c(c3)OCO4)c2C2CCN(C(=O)OC(C)(C)C)CC2)c1 | 4.6% | -17%[46 µM]
CCC(C)NC(=O)c1cc2cc(S(=O)(=O)N3CCCCC3)ccc2n1C (stereo not given) | -4.2% | 24%[46 µM]
O=C(Nc1ccc2c(c1)CCCN2C(=O)c1cccs1)c1ccccc1 | ? | ?
COC(=O)c1ccc(Cn2nc(-c3ccc(C)c(C)c3)ccc2=O)cc1 | -0.8% | 6%[46 µM]
COc1ccc(NC(=O)CC(C)n2nc(C)cc2C)cc1Cl (stereo not given) | 0.0% | -13%[46 µM]
CCOC(=O)Cc1ccc(NC(=O)N2CCC(CN3CCC(C)CC3)CC2)cc1 | -1.2% | -14%[46 µM]
O=C(CSc1nc(=O)n(Cc2ccco2)c2c1CCC2)Nc1cccc(F)c1 | -0.2% | 12%[46 µM]
Cc1nc2c(C(=O)NCCc3ccccc3)cnn2c(C)c1Cc1c(F)cccc1Cl | 3.5% | ?
O=C(Nc1ccc(F)c(Cl)c1)c1cc(S(=O)(=O)NCc2ccc3c(c2)OCO3)ccc1F | 0.0% | ?
Cc1cccc(N2CCN(S(=O)(=O)c3ccc4[nH]c5c(c4c3)CCCCC5)CC2)c1C | 6.0% | -8%[46 µM]
Cc1ccc2scc(N3CCN(c4cccc(C(F)(F)F)c4)CC3)c(=O)c2c1 | 2.5% | -12%[46 µM]
COC(=O)C1CCN(S(=O)(=O)c2cc3c4c(c2)CC(=O)N4CCC3)CC1 | -0.2% | ?
CCCNc1nc(NCc2ccccc2OC)c2cnn(C)c2n1 | 3.4% | -1%[46 µM]
CCc1sc(Nc2cccc(Cl)c2)nc1-c1cc2cccc(OC)c2oc1=O | -1.3% | -10%[46 µM]
O=C(CS(=O)(=O)c1cccc2nsnc12)NCc1ccc(Cl)cc1 | -2.5% | 5%[46 µM]
Cc1ccc(C)c(Cn2c(=O)n(CC3CCC(C(=O)N4CCOCC4)CC3)c(=O)c3sccc32)c1 (stereo not given) | 2.3% | ?
COc1cccc(-c2nnc(SCC(=O)N(C)c3ccccc3)o2)c1 | 0.0% | 14%[46 µM]
COc1ccccc1C(=O)NCc1ccc2c(c1)CCN2C(=O)c1ccncc1 | -1.3% | ?
Cc1cc2c(cc1S(=O)(=O)N1CCCCC1)OCC(=O)N2 | 0.0% | 8%[46 µM]
N#Cc1nc(-c2ccc(COc3ccccc3)o2)oc1N1CCN(c2ccccc2)CC1 | 0.0% | 18%[46 µM]
COc1ccc(NC(=O)c2cn3c4c(ccc(Cl)c4c2=O)OC(C)C3)cc1OC (stereo not given) | 18µM* | -21%[46 µM]
COc1ccc(S(=O)(=O)c2c(Nc3c(C)cccc3C)sc(C(=O)c3ccc(F)cc3)c2N)cc1 | -1.6% | ?
COc1cc(OC)c(OC)cc1/C=C/c1nc2cc3ccccc3cc2c(=O)n1-c1ccc(F)c(Cl)c1 | 0.4% | -14%[46 µM]
CCc1ccc(NC(=O)C2CCCN(c3nn4cc(-c5ccc(OC)cc5)nc4s3)C2)cc1 (stereo not given) | -0.4% | 5%[46 µM]
CCOCCCNC(=O)Cn1ncc2c([nH]c3ccc(C)cc32)c1=O | 1.3% | 9%[46 µM]
Cc1oc2ncnc(N3CCOCC3)c2c1C(=O)NCc1ccc(Cl)cc1 | -0.4% | 6%[46 µM]
CC(C)CC(=O)Nc1ccc(Cl)c(-c2nc3ccccc3[nH]2)c1 | -1.6% | -4%[46 µM]
COCCn1c(CNC(=O)c2cccc(C)c2)nc2cccnc21 | 0.0% | 6%[46 µM]
CCOC(=O)c1c(S(=O)(=O)N2CCCC(C(=O)N(C)Cc3ccccc3)C2)c(C)n(C)c1C (stereo not given) | -1.3% | 0%[46 µM]
O=C(Nc1cccc(C(=O)OCc2cc(=O)n3nc(C4CC4)sc3n2)c1)c1ccc(F)cc1 | 2.7% | 10%[46 µM]
Cc1ccc(S(=O)(=O)C(CNC(=O)COc2ccccc2)c2cccs2)cc1 (stereo not given) | 0.7% | -5%[46 µM]
Cc1ccc(-c2nnc(SCC(=O)NCc3ccccc3)nc2-c2ccc(C)cc2)cc1 | 13% | ?
CCC1CN(C(=O)N2CCC(C(=O)NCc3ccccc3C)CC2)c2ccccc2O1 (stereo not given) | 0.8% | -6%[46 µM]

# The list continues.
mol	Epigenetic derep	LMNA splice mod
O=C(Cn1c(=O)nc(-c2ccccc2)c2ccccc21)NCc1ccc(F)cc1	0.8%	-18%[46 µM]
CSc1ccc(CCNC(=O)c2sc3ncccc3c2-n2cccc2)cc1	2.8%	-17%[46 µM]
CCCCn1c(SCC(=O)NCCCOC)nc2c(sc3ccccc32)c1=O	0.0%	-1%[46 µM]
O=C(/C=C\c1ccc2c(c1)OCO2)NC1CC(=O)N(c2cccc(F)c2)C1 (stereo not given)	0.4%	5%[46 µM]
Cc1ccccc1OCCSc1nc2ccc(NC(=O)c3cccs3)cc2s1	-2.4%	-4%[46 µM]
Cc1ccc(CSc2nnc3[nH]c(=O)cc(-c4ccccc4)n23)cc1	-0.4%	5%[46 µM]
COc1ccc(-c2cn3c(n2)sc2cc(C(=O)Nc4cccc(SC)c4)ccc23)cc1	1.1%	?
CCCNC(=O)c1cnn(-c2ccc(C)c(C)c2)c1C1CCN(C(=O)OC(C)(C)C)CC1	2.1%	6%[46 µM]
Cn1nnnc1SCCCNCc1ccc(-c2cccc(Cl)c2)o1	-2.4%	-10%[46 µM]
CCOc1ccccc1NC(=O)Nc1cc2c(cc1N1CCCCC1)n(CC)c(=O)n2CC	0.8%	-7%[46 µM]

# Part of the list above, field by field.
O=C(/C=C\c1ccc2c(c1)OCO2)NC1CC(=O)N(c2cccc(F)c2)C1 (stereo not given)
  Epigenetic derep: 0.4%
  LMNA splice mod: 5%[46 µM]
Cc1ccc(CSc2nnc3[nH]c(=O)cc(-c4ccccc4)n23)cc1
  Epigenetic derep: -0.4%
  LMNA splice mod: 5%[46 µM]

# Further compounds follow.
mol	Epigenetic derep	LMNA splice mod
O=C(C1CCC(Cn2c(=O)c3sccc3n(Cc3ccccc3)c2=O)CC1)N1CCOCC1 (stereo not given)	0.0%	?
CCOc1cccc(C2c3[nH]c4ccccc4c3CCN2C(=O)c2ccccc2F)c1 (stereo not given)	2.4%	?
Cc1cccc(C2N3CC4(C(C)C)CN2CC(C(C)C)(C3)C4=O)c1 (stereo not given)	-1.1%	-18%[46 µM]
CC(=O)N1c2ccc(S(=O)(=O)N3CCCCCC3)cc2CC1C(=O)NCc1cccc(F)c1 (stereo not given)	-1.9%	1%[46 µM]
Cc1nn(C)c2c1c(C(F)(F)F)cc(=O)n2C(C)C(=O)NCc1ccccc1 (stereo not given)	1.5%	3%[46 µM]
Cc1ccccc1-c1nnc(SCC(=O)N(C)C2CCCCC2)o1	-2.4%	?
Cc1ccc(CSCC(=O)N2CCN(c3cc(Cl)ccc3C)CC2)cc1	3.9%	-15%[46 µM]
COC(=O)c1c(-c2cccs2)csc1NC(=O)COc1c(C)ccc(C)c1C	18%	3%[46 µM]
COc1cc(C(=O)NCC(c2ccco2)S(=O)(=O)c2ccccc2)cc(OC)c1OC (stereo not given)	-2.8%	11%[46 µM]
O=C(COc1ccc2ccccc2c1)NC1CC(=O)N(c2ccccc2)C1 (stereo not given)	1.4%	12%[46 µM]
COc1ccc(-c2noc(N3CCN(c4ccc(Cl)cc4)CC3)n2)cc1OC	-1.2%	2%[46 µM]
CCc1ccc(NC(=O)c2cc(S(=O)(=O)N3CCCC3)ccc2F)cc1	3.0%	-18%[46 µM]
CCc1cnc2c(c1SC(C(C)=O)C(=O)N(C)C)c(=O)n(C)c(=O)n2C (stereo not given)	-1.5%	-6%[46 µM]
CCCC(=O)Nc1ccc2nc(SCCOc3ccccc3)sc2c1	-0.8%	13%[46 µM]
COc1ccc(-c2noc(CSCC(=O)Nc3cccc(C(F)(F)F)c3)n2)cc1OC	-0.4%	0%[46 µM]
CCOC(=O)N1CCN(Cc2nc3cc(NC(=O)CC(C)C)ccc3n2C(C)C)CC1	0.0%	?
Cc1cccc(N2CCN(C(=O)CCNS(=O)(=O)c3ccc4c(c3)CCN4C(=O)C3CC3)CC2C)c1 (stereo not given)	1.1%	?
Cc1ccc(N2C(=O)CS(=O)(=O)C23C(=O)N(C)c2ccccc23)cc1F (stereo not given)	-0.4%	10%[46 µM]
O=C(Nc1cc(F)ccc1F)N1CCC(CN2CCCC2)CC1	-0.2%	-8%[46 µM]
Cc1ccc2c(=O)cc(CSCC(=O)Nc3nnc(C)s3)[nH]c2c1	-5.4%	5%[46 µM]
CCN(CCCNC(=O)c1cc2cc3cc(C)ccc3nc2s1)c1cccc(C)c1	-1.7%	?
CC(C)C(=O)Nc1c(C(=O)N2CCN(c3ccccc3F)CC2)oc2ccccc12	1.3%	-14%[46 µM]
COc1ccccc1OCC(=O)NCCS(=O)(=O)N1CCN(c2ccccc2OC)CC1	-1.7%	-7%[46 µM]
CC(=O)c1ccc(C(=O)N(Cc2cccnc2)c2nc3c(Cl)cccc3s2)cc1	1.4%	?
CCN(CCCNC(=O)c1ccc(Sc2ccc(Cl)cc2)c(NC(C)=O)c1)c1cccc(C)c1	1.3%	-12%[46 µM]
Oc1c(C(Nc2ccccn2)c2ccccc2F)ccc2cccnc12 (stereo not given)	3.1%	?
COc1ccc(CCNC(=O)c2ccc3c(c2)N(Cc2ccc(Cl)cc2)C(=O)c2ccccc2S3)cc1OC	2.5%	-18%[46 µM]
CCOc1ccc(CNC(=O)Cn2c(=O)c3cccn3c3ccc(F)cc32)cc1OC	0.0%	6%[46 µM]
CSC1=NC2(CCN(C(=O)NC3CCCCC3)CC2)N=C1c1ccc(C)c(C)c1	0.0%	6%[46 µM]
CC1CCN(C(=O)c2ccc(NC(=O)c3nsc4ccccc34)cc2)CC1	-2.9%	-1%[46 µM]
CCc1ccc(-c2[nH]c3c(c2-c2sc(C)c(C(=O)OC)c2O)c(=O)[nH]c(=O)n3C)cc1	-0.8%	?
O=C(Nc1cccc(-c2nc3ccccc3o2)c1)c1cccc(Br)c1	7.1%	6%[46 µM]
O=C(c1noc2c1CCCCC2)N1CCN(c2cccc(C(F)(F)F)c2)CC1	-1.3%	-29%[46 µM]
CCOC(=O)c1c(C)[nH]c(CCC(=O)NCc2cc(OC)c(OC)c(OC)c2)c1C	-3.4%	?
COc1cc2c(cc1OC)C(COc1ccc(F)cc1)N(C(=O)Cc1ccc(F)cc1)CC2 (stereo not given)	2.7%	-14%[46 µM]
O=S(=O)(c1cccc(Cl)c1)n1c(/C=C/c2ccccc2Cl)nc2ccccc21	2.0%	?
Cc1ccc(CNC(=O)CN2Cc3ccccc3C2=O)cc1	-1.2%	3%[46 µM]
CCOC(=O)c1cccc(NC(=O)c2cc3c(=O)n(Cc4cccnc4)ccc3nc2C)c1	1.5%	8%[46 µM]
Cc1cccc(C)c1NC(=O)C1CCCN1S(=O)(=O)c1ccccc1 (stereo not given)	-0.4%	-22%[46 µM]
O=C(c1ccco1)N1CCN(c2nc3c(F)cc(F)cc3s2)CC1	-5.5%	?
CC1=C(C(=O)NCc2cccc(Br)c2)C2(CCCCC2)OC1=O	-1.2%	-2%[46 µM]
Cc1cccc(N(C)S(=O)(=O)c2c(C(=O)N3CCCCCC3)c(C)n(C)c2C)c1	0.8%	?
Cc1cc(C)cc(NC(=O)CSc2nnc(-c3cc4occc4n3C)n2-c2ccccc2C)c1	-0.4%	-1%[46 µM]
CC(=O)Nc1nonc1-c1nnc(SCC(=O)Nc2c(C)cccc2C)n1-c1ccccc1	-2.2%	19%[46 µM]
COc1ccc(N2CC(c3nc(-c4ccccc4C)no3)CC2=O)cc1Cl (stereo not given)	0.0%	-7%[46 µM]

# Reprinted at random: 6 records from the list
mol	Epigenetic derep	LMNA splice mod
O=C(Nc1cc(F)ccc1F)N1CCC(CN2CCCC2)CC1	-0.2%	-8%[46 µM]
Cc1nc(-c2ccc(F)cc2)sc1CCNC(=O)c1ccco1	-4.0%	?
COc1cc(OC)c(OC)cc1/C=C/c1nc2cc3ccccc3cc2c(=O)n1-c1ccc(F)c(Cl)c1	0.4%	-14%[46 µM]
CCOC(=O)Cc1ccc(NC(=O)N2CCC(CN3CCC(C)CC3)CC2)cc1	-1.2%	-14%[46 µM]
COc1ccc(N2CC(c3nc(-c4ccccc4C)no3)CC2=O)cc1Cl (stereo not given)	0.0%	-7%[46 µM]
Cc1nc2c(C(=O)NCc3ccccc3)cnn2c(C)c1Cc1ccc(F)cc1	1.3%	?

# An excerpt. The share of hits here may be higher or lower than overall.
